Bioassay records (PubChem)
DRD3 antagonist – blocks the human D3 dopamine receptor. D3R cells, DiscoveRx beta-arrestin luminescence, antagonist mode; hits give low values. P35462. AID 652054. 360,000 tested, 2.5% active. max response, negative = inhibition, %; in the data active = max response below about -50%; inconclusive = no clear call, values can overlap the other calls; also: % is scaled to controls: 0 for no effect and ±100 for the full control effect; mostly tested at two doses, the higher about 12 µM
Target sequence (P35462 whole entry, looked up): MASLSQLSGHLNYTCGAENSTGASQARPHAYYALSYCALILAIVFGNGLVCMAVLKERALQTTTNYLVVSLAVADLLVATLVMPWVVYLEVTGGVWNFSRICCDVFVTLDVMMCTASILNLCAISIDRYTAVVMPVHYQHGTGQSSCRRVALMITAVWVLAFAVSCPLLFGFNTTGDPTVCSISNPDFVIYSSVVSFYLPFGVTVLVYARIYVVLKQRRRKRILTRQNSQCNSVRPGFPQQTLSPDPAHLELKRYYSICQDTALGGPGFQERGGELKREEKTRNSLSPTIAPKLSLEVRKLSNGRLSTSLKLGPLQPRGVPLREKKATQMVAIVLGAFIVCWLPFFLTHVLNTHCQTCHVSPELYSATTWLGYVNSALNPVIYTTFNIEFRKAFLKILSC
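Cells expressing the human receptor were seeded at 1500 cells/well, incubated overnight at 37 degrees C in 5% CO2, then exposed to library compounds with dopamine controls for 90 minutes at 37 degrees C before luminescent detection.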
PI5P4K alpha inh – inhibitors of human PI5P4K alpha; P48426; PI5P4Kalpha enzyme, ADP-Glo luminescence, 60 min; hits give low values; max response, %; 330,000 tested, 1.2% active; AID 652105; active = max response of -50% or lower; inconclusive = between -30% and -50%; inactive = -30% or higher; also: value at the top dose of about 77 µM; % is scaled to controls: 0 for no effect and ±100 for the full control effect
Target sequence (P48426 whole entry, looked up): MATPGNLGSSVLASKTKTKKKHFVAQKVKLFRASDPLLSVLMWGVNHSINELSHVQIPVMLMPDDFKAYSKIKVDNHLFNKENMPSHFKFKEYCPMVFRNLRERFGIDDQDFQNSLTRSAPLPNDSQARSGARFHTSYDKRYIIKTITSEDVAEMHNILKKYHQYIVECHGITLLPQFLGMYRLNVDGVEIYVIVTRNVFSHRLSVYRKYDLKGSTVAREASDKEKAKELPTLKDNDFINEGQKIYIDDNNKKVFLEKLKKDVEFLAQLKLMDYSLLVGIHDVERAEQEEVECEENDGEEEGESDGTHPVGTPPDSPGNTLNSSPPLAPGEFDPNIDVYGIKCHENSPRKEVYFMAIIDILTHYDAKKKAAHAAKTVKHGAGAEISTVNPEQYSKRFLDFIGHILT
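PI5P4Kalpha ADP-Glo assay; 5 microM ATP final; 60 min RT reaction; HEPES pH 7.4/EGTA/CHAPS, 5% DMSO; controls lacking substrate or enzyme; luminescent end-point.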
HEK293 tox – cytotoxicity counter-screen for GLP-1 receptor inverse agonists | HEK293 cAMP-luciferase reporter cells, luminescence, 24 h | Potency, µM (highest dose often 38.3 µM), for the others: top-dose activity change, negative = inhibition, most hits filed as inhibitors | 410,000 tested, 0.13% active;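 also: loss of luciferase light is scored as toxicity; potency is read from the fitted curve at half-maximal effect; % is scaled to controls: 0 for no effect and ±100 for the full control effect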
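Step one: seed cells (200 cells/uL, DMEM with 10% Nu serum, 1% pen-strep). Step two: 12-hour incubation at 37 deg C. Step three: pin 23 nL compound, incubate 24 hr. Step four: add luciferase reagent, read luminescence 12 min later.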
WRN inhibitor – inhibitors of human WRN helicase; Q14191; WRN helicase unwinding, fluorescent forked duplex, kinetic; Potency, µM (doses to about 114 µM), inactives show at the top dose activity change, negative = inhibition, most hits filed as inhibitors; 360,000 tested, 0.46% active; AID 651768; also: potency is read from the fitted curve at half-maximal effect; % is scaled to controls: 0 for no effect and ±100 for the full control effect; nearly all actives have a fitted effect of over 55% in size
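WRN at 20 nM final was preincubated with compound for 15 min at room temperature; reaction started with 100 nM forked duplex oligonucleotide carrying fluorophore and quencher plus 2 mM ATP (final). Unwinding followed kinetically by red fluorescence (ex 525/em 598 nm).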
PLK1 PBD inh – blocks phosphopeptide binding to human PLK1 polo-box domain; Potency, µM, for inactives: max response, negative = inhibition, most hits filed as inhibitors; 360,000 tested, 2.8% active; Plk1 PBD binding of FITC phosphopeptide, fluorescence polarization; also: potency is read from the fitted curve at half-maximal effect; series mostly up to about 57 µM; % is scaled to controls: 0 for no effect and ±100 for the full control effect; nearly all actives have a fitted effect of over 65% in size
GLP1R inv ag – inverse agonists of human GLP-1 receptor. P43220. HEK293 GLP-1R CRE-luciferase, luminescence, 24 h; GLP-1R form is constitutively active. Potency, µM (titrated, usually from 38.3 µM), for inactives: at the highest dose activity change, negative = inhibition, hits mostly inhibitors. 410,000 tested, 1.6% active. AID 624417; also: potency is read from the fitted curve at half-maximal effect; % is scaled to controls: 0 for no effect and ±100 for the full control effect; nearly all actives have a fitted effect of over 55% in size
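Readout was luciferase luminescence, measured 12 min after detection reagent at room temperature. Beforehand, GLP-1R reporter HEK293 cells had sat 12 h, then received compounds for 24 hr at 37 deg C.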
IL-2 act – IL-2 activation; IL-2 activation reporter assay, cell-based qHTS; stimulated with anti-CD3/CD4/CD28 beads; in transgenic mouse T cells; activation, % (series mostly up to about 46 µM); 360,000 tested, 0.065% active; AID 652025; in the data active = activation above about 50%; inconclusive = mostly about 30% to 49%; also: 0% is about no effect
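Unstimulated transgenic mouse T cells preincubated 60 min with compound, then stimulated with anti-CD3/anti-CD4-coated beads plus anti-CD28 for 18 h at 37 degrees C. IL-2 response read as EGFP and DsRed fluorescence by plate cytometry.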
GLP-1R agonist – agonists of human GLP-1 receptor; Potency, µM (titrated, usually from 45.6 µM), without a hit: at the top dose activation, hits mostly activators; P43220; 380,000 tested, 0.007% active; HEK293 GLP-1R CRE-luciferase, luminescence, 4-6 h; cells express a hypersensitive GLP-1R form; also: potency is read from the fitted curve at half-maximal effect; % of control where 0% means no effect
D3 ag – D3 dopamine receptor (human) agonism. P35462. D3R DiscoveRx beta-arrestin cells, luminescence, 90 min. max activation, %. 410,000 tested, 0.58% active. AID 652048; in the data active = max activation above about 30%; also: 0% is about no effect; mostly tested at two doses, the higher about 12 µM
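Agonist mode: compounds and dopamine controls were applied to plated cells for 90 min at 37 degrees C after an overnight attachment at 1500 cells/well. Luminescent read-out followed 30 - 60 minutes at room temperature with DiscoveRx detection reagent.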
The depositor's hits bear a star; [ ] = remark or other dose. Unless noted, calls follow the shape of the dose curve; as a rule, active = well fitted curve in the direction sought with a large enough effect; inconclusive = small, poorly fitted or top-dose-only effect, or another doubt; inactive = no such curve, though single readings can be large; an effect the other way counts as inactive or inconclusive.

What do the screens show for `Cc1ccc(CNC(=O)CCSCc2ccccc2C)cc1`?
DRD3 antagonist: 5; PI5P4K alpha inh: 2; HEK293 tox: 15%; WRN inhibitor: -2%; PLK1 PBD inh: 6%; GLP1R inv ag: inconclusive; IL-2 act: -2.0; GLP-1R agonist: -2%; D3 ag: 4

How did CCCC(=O)Nc1cc2c3c(c1)C(C)C(=O)N3CCC2 (stereo not drawn) do in these assays?
DRD3 antagonist: -2; PI5P4K alpha inh: 1; HEK293 tox: -32%; WRN inhibitor: 0%; PLK1 PBD inh: 5%; GLP1R inv ag: 22%; IL-2 act: -0.5; GLP-1R agonist: 13%; D3 ag: -2

How did CC(=O)c1ccc(C#CC(C)(C)O)s1 do in these assays?
DRD3 antagonist: inconclusive; PI5P4K alpha inh: 3; HEK293 tox: 1%; WRN inhibitor: -8%; PLK1 PBD inh: -3%; GLP1R inv ag: -6%; IL-2 act: -0.5; GLP-1R agonist: 8%; D3 ag: -11

How did COc1ccc(N=NC2=C(O)CC(C)(C)CC2=O)c(OC)c1 do in these assays?
DRD3 antagonist: -24; PI5P4K alpha inh: -1; HEK293 tox: inconclusive; WRN inhibitor: -2%; PLK1 PBD inh: 11%; GLP1R inv ag: 31%[activator]; IL-2 act: -0.6; GLP-1R agonist: -1%; D3 ag: -7

What do the screens show for `Cn1c(SCC(=O)c2ccccc2)nnc1-c1ccccn1`?
DRD3 antagonist: 5; PI5P4K alpha inh: -6; HEK293 tox: -3%; WRN inhibitor: 8%; PLK1 PBD inh: -2%; GLP1R inv ag: -8%; IL-2 act: 0.5; GLP-1R agonist: 8%; D3 ag: 4

Results for O=C(NCc1ccc(Cl)cc1)c1ccc(S(=O)(=O)N2CCCCC2)cc1 ?
DRD3 antagonist: -9; PI5P4K alpha inh: -6; HEK293 tox: 0%; WRN inhibitor: 9%; PLK1 PBD inh: -14%; GLP1R inv ag: -28%; IL-2 act: -0.2; GLP-1R agonist: 4%; D3 ag: 1

How did Cc1ccc(OCC(=O)NCc2ccccn2)c(Br)c1 do in these assays?
DRD3 antagonist: -4; PI5P4K alpha inh: -7; HEK293 tox: -1%; WRN inhibitor: 8%; PLK1 PBD inh: -3%; GLP1R inv ag: 13%; IL-2 act: -1.4; GLP-1R agonist: 0%; D3 ag: 1

How did C=CCOC(=O)C1=C[C@H](c2ccc3c(c2)OCO3)C[C@H](OCCCCO)O1 do in these assays?
DRD3 antagonist: -28; PI5P4K alpha inh: -17; HEK293 tox: 1%; WRN inhibitor: 1%; PLK1 PBD inh: -3%; GLP1R inv ag: 19%; IL-2 act: 0.5; GLP-1R agonist: 8%; D3 ag: -4

How did CCCOc1ccc(C(=O)Nc2ccc(Cl)cn2)cc1 do in these assays?
DRD3 antagonist: 3; PI5P4K alpha inh: -2; HEK293 tox: 1%; WRN inhibitor: -5%; PLK1 PBD inh: -3%; GLP1R inv ag: inconclusive; IL-2 act: 0.2; GLP-1R agonist: -16%; D3 ag: 0

How did Cc1ccc(S(=O)(=O)N2C[C@H]3C(=O)C[C@@H](c4ccccc4)N(S(=O)(=O)c4ccccc4C)[C@H]3C[C@H]2c2ccccc2)cc1 do in these assays?
DRD3 antagonist: -9; PI5P4K alpha inh: 4; HEK293 tox: -1%; WRN inhibitor: -3%; PLK1 PBD inh: 4%; GLP1R inv ag: -19%; IL-2 act: -0.2; GLP-1R agonist: 1%; D3 ag: 1

What do the screens show for `CCC1=C2CC[C@H]3C(=O)N(c4ccccc4)C(=O)[C@H]3[C@H]2[C@@]2(C)C(=NCC(=O)OC)OC(=O)N2C1=O`?
DRD3 antagonist: 4; PI5P4K alpha inh: 0; HEK293 tox: -5%; WRN inhibitor: 2%; PLK1 PBD inh: -11%; GLP1R inv ag: 1%; IL-2 act: -0.3; GLP-1R agonist: 1%; D3 ag: 13

What do the screens show for `c1ccc(-c2ccc(OCCCn3cncn3)cc2)cc1`?
DRD3 antagonist: -11; PI5P4K alpha inh: 0; HEK293 tox: 5%; WRN inhibitor: 2%; PLK1 PBD inh: -14%; GLP1R inv ag: -5%; IL-2 act: 0.0; GLP-1R agonist: 21%; D3 ag: -3

How did COc1ccccc1OCC(=O)NCc1cccs1 do in these assays?
DRD3 antagonist: -7; PI5P4K alpha inh: 4; HEK293 tox: 59%; WRN inhibitor: -5%; PLK1 PBD inh: -4%; GLP1R inv ag: 5%; IL-2 act: -2.7; GLP-1R agonist: 12%; D3 ag: 6

Results for Cc1ccc(C(=O)OCC(=O)N2CCCCCC2)c(O)c1 ?
DRD3 antagonist: -2; PI5P4K alpha inh: 0; HEK293 tox: 1%; WRN inhibitor: 4%; PLK1 PBD inh: -12%; GLP1R inv ag: inconclusive; IL-2 act: 1.0; GLP-1R agonist: 4%; D3 ag: 1

What do the screens show for `O=C(N/N=C/c1cc([N+](=O)[O-])ccc1O)c1ccc2c(c1)OCCO2`?
DRD3 antagonist: -64*; PI5P4K alpha inh: -13; HEK293 tox: 3.5µM*; WRN inhibitor: -5%; PLK1 PBD inh: -2%; GLP1R inv ag: inconclusive; IL-2 act: -4.0; GLP-1R agonist: -2%; D3 ag: -14

What do the screens show for `COc1ccccc1NC(=S)N(c1ccccc1)C(C)C`?
DRD3 antagonist: 10; PI5P4K alpha inh: -5; HEK293 tox: -12%; WRN inhibitor: -4%[57.1 µM]; PLK1 PBD inh: 1%; GLP1R inv ag: 0%; IL-2 act: 1.4; GLP-1R agonist: 4%; D3 ag: -3

Results for O=C(Nc1ccccc1-c1nc2ccccc2[nH]1)c1ccc(S(=O)(=O)N2CCCCC2)cc1 ?
DRD3 antagonist: -9; HEK293 tox: 3%; WRN inhibitor: -8%; PLK1 PBD inh: -1%; GLP1R inv ag: 2%; IL-2 act: -1.1; GLP-1R agonist: 7%; D3 ag: 27

What do the screens show for `COc1cc(NS(=O)(=O)c2ccc(NC(=O)c3ccc(F)cc3)cc2)ncn1`?
DRD3 antagonist: 0; PI5P4K alpha inh: 1; HEK293 tox: -1%; WRN inhibitor: -35%; PLK1 PBD inh: -1%; GLP1R inv ag: 20%; IL-2 act: -2.6; GLP-1R agonist: 6%; D3 ag: -13

Results for CSc1cccc(NC(=O)CCCOc2ccc(Cl)cc2C)c1 ?
DRD3 antagonist: -1; PI5P4K alpha inh: 8; HEK293 tox: -26%; WRN inhibitor: -3%; PLK1 PBD inh: 3%; GLP1R inv ag: inconclusive; IL-2 act: 0.5; GLP-1R agonist: 0%; D3 ag: -3

How did CCOC(=O)c1csc(NC(=O)c2cc3ccccc3o2)n1 do in these assays?
DRD3 antagonist: -9; PI5P4K alpha inh: -11; HEK293 tox: -2%; WRN inhibitor: -2%; PLK1 PBD inh: -3%; GLP1R inv ag: -11%; IL-2 act: 0.5; GLP-1R agonist: -1%; D3 ag: -11

How did O=C1C=CC(=NN=C(c2ccccc2)c2ccccc2)C=C1 do in these assays?
DRD3 antagonist: 7; PI5P4K alpha inh: -8; HEK293 tox: 6%; WRN inhibitor: -9%; PLK1 PBD inh: -3%; GLP1R inv ag: 1%; IL-2 act: 0.7; GLP-1R agonist: 3%; D3 ag: 3

What do the screens show for `COc1cc(/C=N/NC(=O)c2ccncc2)ccc1OC(=O)c1cc(OC)c(OC)c(OC)c1`?
DRD3 antagonist: 11; PI5P4K alpha inh: 2; HEK293 tox: 3%; WRN inhibitor: -7%; PLK1 PBD inh: -3%; GLP1R inv ag: 10%; IL-2 act: -0.1; GLP-1R agonist: 22%; D3 ag: 6

What do the screens show for `CCCc1nc2sc3ccccc3c(=O)c2c(=O)n1Cc1ccc(OC)cc1`?
DRD3 antagonist: 15; PI5P4K alpha inh: 1; HEK293 tox: -8%; WRN inhibitor: 1%; PLK1 PBD inh: 6%; GLP1R inv ag: -11%; IL-2 act: -3.3; GLP-1R agonist: 16%; D3 ag: 18

How did O=C(NCC(c1cccnc1)N1CCN(c2ccc(F)cc2)CC1)c1ccccc1 (stereo not drawn) do in these assays?
DRD3 antagonist: 19; PI5P4K alpha inh: -5; HEK293 tox: -7%; WRN inhibitor: 11%; PLK1 PBD inh: -1%; GLP1R inv ag: -22%; IL-2 act: -0.1; GLP-1R agonist: -9%; D3 ag: 4

Results for O=C(Nc1ccc2ccccc2c1)c1cccc([N+](=O)[O-])c1 ?
DRD3 antagonist: -24; PI5P4K alpha inh: 8; HEK293 tox: 12%; WRN inhibitor: 6%; PLK1 PBD inh: -1%; GLP1R inv ag: -15%; IL-2 act: -5.6; GLP-1R agonist: 7%; D3 ag: -33

How did CCOc1ccccc1OCCOCCN1CCN(Cc2ccccc2)CC1 do in these assays?
DRD3 antagonist: inconclusive; PI5P4K alpha inh: 0; HEK293 tox: 1%; WRN inhibitor: -30%[57.1 µM]; PLK1 PBD inh: -4%; GLP1R inv ag: inconclusive; IL-2 act: -3.3; GLP-1R agonist: 0%; D3 ag: -19

How did CCN(CC)S(=O)(=O)c1ccc(OC)c(NC(=O)c2ccc([N+](=O)[O-])cc2)c1 do in these assays?
DRD3 antagonist: -17; PI5P4K alpha inh: -7; HEK293 tox: -3%; WRN inhibitor: 1%[57.1 µM]; PLK1 PBD inh: inconclusive; GLP1R inv ag: -13%; IL-2 act: 0.2; GLP-1R agonist: 5%; D3 ag: -6

What do the screens show for `NCCCCCc1cn([C@@H](CCC(=O)O)C(=O)NCCCCCCCCCCC(=O)N2CCNCC2)nn1`?
DRD3 antagonist: 3; PI5P4K alpha inh: 5; HEK293 tox: -2%; WRN inhibitor: -3%; PLK1 PBD inh: 1%; GLP1R inv ag: 21%; IL-2 act: -0.3; GLP-1R agonist: 4%; D3 ag: 2

Results for CCCCCCCCCCCCCCCC[n+]1ccc(C(N)=O)cc1 ?
DRD3 antagonist: -12; PI5P4K alpha inh: -29; HEK293 tox: -3%[1.53 µM]; WRN inhibitor: inconclusive; PLK1 PBD inh: -8%; GLP1R inv ag: inconclusive; IL-2 act: -1.2; GLP-1R agonist: -16%; D3 ag: 3
